High-throughput results (PubChem)
KCNQ1 block: inhibitors of human KCNQ1 channel, primary screen, cell-based, thallium flux, high-throughput | Potassium voltage-gated channel subfamily KQT member 1 (Homo sapiens), P51787 | CHO-K1 KCNQ1, FluxOR thallium flux fluorescence; hits give high values | B-score at 10 µM | actives 1.3% (n = 310,000);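 active = compounds whose thallium flux B-score, printed positive for inhibition, exceeds three library SD while starting fluorescence stays within three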;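 note: channel opened by potassium depolarization with thallium stimulus after 20 min compound exposure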
Target sequence (P51787 whole entry, looked up): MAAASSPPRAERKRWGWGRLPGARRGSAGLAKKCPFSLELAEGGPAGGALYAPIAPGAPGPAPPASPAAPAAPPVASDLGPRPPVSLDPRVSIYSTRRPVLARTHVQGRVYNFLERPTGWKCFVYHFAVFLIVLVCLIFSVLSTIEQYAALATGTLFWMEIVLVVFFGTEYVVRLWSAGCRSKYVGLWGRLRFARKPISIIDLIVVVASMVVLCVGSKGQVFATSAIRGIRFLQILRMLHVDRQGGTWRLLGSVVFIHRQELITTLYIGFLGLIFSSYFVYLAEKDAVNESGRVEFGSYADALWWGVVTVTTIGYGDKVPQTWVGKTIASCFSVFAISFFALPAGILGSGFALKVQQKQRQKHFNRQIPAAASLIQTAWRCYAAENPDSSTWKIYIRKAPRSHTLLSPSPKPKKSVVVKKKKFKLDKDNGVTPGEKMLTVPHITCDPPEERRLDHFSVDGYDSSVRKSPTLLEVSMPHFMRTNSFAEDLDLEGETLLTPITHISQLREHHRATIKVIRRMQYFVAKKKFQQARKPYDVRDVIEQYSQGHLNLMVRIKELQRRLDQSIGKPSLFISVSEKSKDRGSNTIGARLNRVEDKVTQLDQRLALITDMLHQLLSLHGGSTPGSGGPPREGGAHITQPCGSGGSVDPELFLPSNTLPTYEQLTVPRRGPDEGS
ANO1 activ: TMEM16A chloride channel activators or potentiators, primary screen, cell-based, HTS; actives 0.3% (n = 340,000); B-score at 10 µM; HEK293 TMEM16A/YFP-H148Q/I152L, iodide quench fluorescence; hits give low values;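 active = fluorescence-ratio B-score plate-corrected deviation score at least 3 library SD below zero, with starting fluorescence score within 5 deviations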;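 note: channel opened by trigger with iodide after compound preincubation; score built on the fluorescence ratio of max minus min over baseline; more negative score means more quench and so TMEM16A activation or potentiation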
KCNK3 inh: human KCNK3 channel inhibitors, primary screen, CHO cells, FluxOR thallium flux, B-score; Potassium channel subfamily K member 3 (Homo sapiens), O14649; FluxOR fluorescence; hits give low values; B-score at 10 µM; actives 0.84% (n = 340,000);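 active = B-score under library mean minus 4 SD, starting fluorescence ratio at most library mean plus 5 SD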;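 note: more negative B-score means stronger inhibition of thallium flux through KCNK3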
MrgX1 agonist: agonists of human MrgX1 receptor, primary screen, HEK293 cells, Fluo-4 calcium flux. B-score at 10 µM. Fluo-4 calcium fluorescence, agonist mode; hits give high values. actives 0.44% (n = 310,000). AID 588627, 2011. Mas-related G-protein coupled receptor member X1 (Homo sapiens), Q96LB2;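 active = calcium response B-score plate-corrected fluorescence ratio at least 3 library SD, with starting fluorescence B-score inside 5 SD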
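Assay system: stable human MrgX1 HEK293 cell line. Quantity: 15,000 cells per well. Schedule: cells plated overnight, dye loaded 0.5 h 37 °C, 0.5 h room temperature. Detection: Fluo-4 NW calcium-flux fluorescence, kinetic read. Read-out basis: peak-minus-minimum fluorescence over baseline, converted to B scores. Control set: positive and negative control wells on each plate.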
RGS4 block: RGS4 inhibitors, primary screen, cell-based, HEK293 M3R inducible RGS4, calcium flux; Regulator of G-protein signaling 4 (Homo sapiens), P49798; actives 0.45% (n = 310,000); Fluo-4 calcium flux; hits give high values; triggered by carbachol at its EC20; B-score at 10 µM;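 active = B-score, a plate-corrected calcium signal, over three deviations above library mean, with baseline fluorescence within five deviations of library mean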;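 note: RGS4 expression induced by doxycycline in cells with stable M3 receptor; B-score is computed from the integrated fluorescence ratio over baseline after carbachol; higher B-score means a larger calcium signal and so more RGS4 inhibition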
KCNK9 block: KCNK9 potassium channel inhibitors, primary screen, HEK293 cells, thallium flux | Potassium channel subfamily K member 9 (Homo sapiens), Q9NPC2 | FluxOR thallium flux fluorescence; hits give low values | B-score at 10 µM | actives 1.2% (n = 310,000) | AID 488922, 2010;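 active = ratio B-score over 3 SD below the library mean, with starting fluorescence within 5 SD of its mean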;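 note: negative B-score means less thallium flux so channel inhibition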
Target sequence (Q9NPC2 whole entry, looked up): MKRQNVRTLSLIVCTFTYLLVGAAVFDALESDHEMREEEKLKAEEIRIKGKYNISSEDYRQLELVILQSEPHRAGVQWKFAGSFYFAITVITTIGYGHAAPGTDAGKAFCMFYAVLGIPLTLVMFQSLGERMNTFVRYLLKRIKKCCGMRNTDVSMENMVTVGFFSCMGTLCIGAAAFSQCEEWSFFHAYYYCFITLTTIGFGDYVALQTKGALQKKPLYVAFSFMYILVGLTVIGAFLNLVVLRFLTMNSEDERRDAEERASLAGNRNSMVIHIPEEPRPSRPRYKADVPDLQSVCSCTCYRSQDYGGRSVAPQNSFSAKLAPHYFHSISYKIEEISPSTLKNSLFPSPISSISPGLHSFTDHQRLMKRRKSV
KCNQ1 pot: potentiators or activators of KCNQ1 channel, primary screen, cell-based, thallium flux, high-throughput | actives 0.35% (n = 310,000) | Potassium voltage-gated channel subfamily KQT member 1 (Homo sapiens), P51787 | CHO-K1 KCNQ1, thallium flux FluxOR fluorescence; hits give high values | B-score at 10 µM;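 active = fluorescence ratio B-score, a plate-corrected score, at least three library SD, with initial intensity B-score within 5 SD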
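Medium – assay buffer, equal DMSO in all wells · Material – CHO-K1 cell line with stable KCNQ1 potassium channel expression · Signal – kinetic FluxOR thallium fluorescence, 10-s 1-Hz baseline, 110-s post-stimulus read · Compound – single concentration per compound, DMSO matched to controls · Schedule – 37 °C overnight plating, 90-min dark dye load, 20-min compound pretreatment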
MrgX1 PAM: positive allosteric modulators of MrgX1, primary screen, HEK293 cells, Fluo-4 calcium flux; actives 0.63% (n = 310,000); AID 588675, 2011; FDSS; hits give high values; Mas-related G-protein coupled receptor member X1 (Homo sapiens), Q96LB2; B-score at 10 µM;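 active = plate-corrected calcium response at least 3 library SD above typical, normal starting fluorescence, not activating the receptor alone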;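 note: compound read alongside a low EC10 to EC30 dose of BAM8-22 agonist; peak minus trough fluorescence over baseline measured at the second addition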
hERG rescue: hERG rescue from dofetilide block, primary screen, cell-based, CHO-hERG, FluxOR thallium flux, dofetilide IC70; Voltage-gated inwardly rectifying potassium channel KCNH2 (Homo sapiens), Q12809; actives 0.51% (n = 310,000); dofetilide IC70 present; activation (rescue from dofetilide block), less the hit threshold, % at 10 µM;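 active = activation above the mean of controls blocked by dofetilide plus 5 SD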;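 note: thallium influx through hERG after potassium depolarization seen as dye fluorescence rise; in these data hits start at about 4.7%; inactives centre near -7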
ANO1 block: TMEM16A chloride channel inhibitors, primary screen, cell-based, HTS; actives 1.2% (n = 310,000); normalized B-score (activity score, 25-100; higher = stronger inhibition) at 10 µM; HEK293 TMEM16A/YFP iodide influx fluorescence, ionomycin; AID 588511, 2011; Anoctamin-1 (Mus musculus), Q8BHY3;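 active = ratio plate-corrected score three or more library SD toward inhibition, starting fluorescence score within five deviations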;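 note: score derived from kinetic fluorescence span divided by baseline fluorescence per well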
RGS4 pot: RGS4 potentiators or activators, primary screen, cell-based, HEK293 M3R inducible RGS4, calcium flux. AID 463111, 2010. carbachol calcium flux Fluo4; hits give low values. actives 0.92% (n = 310,000). B-score at 10 µM;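 active = B-score of the integrated calcium signal more than 4 SD below the library mean, with starting fluorescence not abnormally high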;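 note: negative B-score means reduced calcium response which marks RGS4 activation or potentiation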
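Also added: carbachol at ECmax as muscarinic agonist stimulus; Assay system: HEK293 cells with stable M3R and inducible RGS4; Timing: overnight RGS4 induction, 30 min dye load 37 °C, 20 min compound RT; Measured by: Fluo4-AM (2 µM) calcium-flux fluorescence, kinetic read.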
* = called active by the depositor; i = inactive; · = not tested or not shown.

SMILES	KCNQ1 block	ANO1 activ	KCNK3 inh	MrgX1 agonist	RGS4 block	KCNK9 block	KCNQ1 pot	MrgX1 PAM	hERG rescue	ANO1 block	RGS4 pot
COc1cccc(C(=O)NCCS(=O)(=O)N2CCCCCC2)c1	i	i	i	i	i	i	i	i	-7.8	i	i
CCCn1nnnc1NC(=O)COc1ccc(Cl)c(C)c1	i	i	i	i	i	i	i	i	-10.4	i	i
O=C(NCc1ccc(Cl)cc1)C1CCN(S(=O)(=O)c2cccc3nonc23)CC1	i	i	i	i	i	i	i	i	-1.4	i	i
Cc1ccc(NC(=O)CCc2nnc3ccc(NCc4ccco4)nn23)cc1F	i	i	i	i	i	i	i	i	-9.9	i	i
Cc1ccc(S(=O)(=O)CCC(=O)Nc2nnc(-c3ccc(F)cc3)o2)cc1	i	i	i	i	i	i	i	i	-16.5	i	i
O=C(NCc1ccc(Cl)cc1)c1cnccn1	i	i	i	i	i	i	i	i	-10.4	i	i
CCOC(=O)c1cccc(-n2c(C)cc(C=O)c2C)c1	i	i	i	i	i	i	i	i	-10.6	i	i
Cc1ccc(N=C2NC(=O)c3cc([N+](=O)[O-])ccc32)cc1	i	i	i	i	i	i	i	i	-3.4	i	i
CCOC(=O)c1[nH]c2cc3c(cc2c1NC(=O)CN1CC(C)CC(C)C1)OCO3 (stereo not drawn)	i	i	i	i	i	i	i	i	-4.1	i	i
Brc1ccc(OCc2nc3ccccc3[nH]2)cc1	i	i	i	i	i	i	i	i	-5.0	i	i
CCOc1ccc(NS(=O)(=O)c2ccc(OCC(=O)N3CCCC3)cc2)cc1	i	i	i	i	i	i	i	i	1.5	i	i
O=C1CN(C(=O)CCCc2c[nH]c3ccccc23)c2ccccc2N1	i	i	i	i	i	i	i	i	-8.3	i	i
CC1=C(C)CC(C(=O)N2CCN(Cc3ccccc3)CC2)C(C(=O)O)C1 (stereo not drawn)	i	i	i	i	i	i	i	i	-7.8	i	i
COC(=O)CN(n1cnnc1)S(=O)(=O)c1ccc(C)cc1	i	i	i	i	i	i	i	i	-6.9	i	i
COc1ccc(Nc2ncc(C(=O)N3CCN(Cc4ccccc4)CC3)c3ccccc23)cc1	i	i	i	i	i	i	i	i	-30.7	i	i
CCn1nc(C)c(NS(=O)(=O)c2ccccc2)c1C	i	i	i	i	i	i	i	i	-0.9	i	i
O=C(c1cc(-n2cnnc2)ccc1Cl)N1CCN(c2nc(-c3ccccc3)cs2)CC1	i	i	i	i	i	i	i	i	-4.9	i	i
O=C(O)c1ccc2c(=O)n(Cc3ccccc3)c(SCc3ccc([N+](=O)[O-])cc3)nc2c1	i	i	i	i	i	i	i	i	-7.9	25*	i
COc1cccc(NC(=O)C(=O)NCCCn2ccnc2)c1	i	i	i	i	i	i	i	i	-4.3	i	i
Cc1nn(C)c(C)c1S(=O)(=O)N1CCc2ccccc21	i	i	i	i	i	i	i	i	-0.7	i	i
COCCn1c(SCC(=O)NC2CC2)nnc1-c1ccco1	i	i	i	i	i	i	i	i	-7.3	i	i
O=C(CC1C(=O)NCCN1Cc1ccc(F)cc1)NCCOc1cccnc1 (stereo not drawn)	i	i	i	i	i	i	i	i	-12.0	i	i
CSc1ccccc1NC(=O)CN(C)CC(=O)NCc1ccccc1	i	i	i	i	i	i	i	i	-1.6	i	i
COc1ccc(CNC(=O)C/C(C)=N/NC(=O)COc2ccc(Br)cc2)cc1	i	i	i	i	i	i	i	i	-15.8	i	i
COc1ccc(C2NC(=O)c3ccccc3O2)c(OC)c1OC (stereo not drawn)	i	i	i	i	i	i	i	i	-11.5	i	i
Cc1ccc(C(=O)COC(=O)CCC(=O)NC2CCCCC2)cc1C	i	i	i	i	i	i	i	i	-2.3	i	i
CCOc1cc(C2c3c(oc4ccccc4c3=O)C(=O)N2c2nccs2)ccc1O (stereo not drawn)	i	i	i	i	i	i	i	i	-8.8	i	i
CC(=O)CS(=O)(=O)c1ccc(Oc2ccc(S(=O)(=O)CC(C)=O)cc2)cc1	i	i	i	i	i	i	i	i	-7.0	i	i
Cc1c(N=C2SC(CC(=O)Nc3ccccc3)C(=O)N2CCN2CCOCC2)c(=O)n(-c2ccccc2)n1C (stereo not drawn)	i	i	i	i	i	i	i	i	-4.1	i	i
Cn1nc(CC(=O)NC2CCCCCC2)c2ccccc2c1=O	i	i	i	i	i	i	i	i	-13.8	i	i
COc1ccc(C)cc1NC(=O)CSc1nc2ccccc2nc1N1CC(C)OC(C)C1 (stereo not drawn)	7*	i	i	i	i	i	i	i	-8.8	i	i
Cc1cc(-c2ccccc2)nc(Oc2cccc(C(F)(F)F)c2)c1S(C)(=O)=O	i	i	i	i	i	i	i	i	-5.4	i	i
CC1CCC(NC(=O)C2CCN(c3cnccn3)CC2)CC1 (stereo not drawn)	i	i	i	i	i	i	i	i	-13.2	i	i
COc1ccc(Cl)cc1NC(=O)CN1CCc2ccccc2C1	i	i	i	i	i	i	i	i	-8.2	i	i
O=C(CCCN1CCOCC1)c1ccc2c(c1)OCCO2	i	i	i	i	i	i	i	i	-4.2	i	i
COc1cccc(Cl)c1NC(=O)N1CCN(c2cc(C)nc3ccccc23)CC1	i	i	i	i	i	i	i	i	-11.6	i	i
O=C(Cc1cc(C(=O)O)c2ccccc2n1)Nc1ccccc1	i	i	i	i	i	i	i	i	-2.7	i	i
CCCC1=Nc2cc(C(=O)NCCN3CCCC3)ccc2Sc2ccccc21	i	i	i	i	i	i	i	i	-6.2	i	i
Cc1ccc(N(C(=O)c2csnn2)C(C(=O)NC2CCCCC2)c2cccnc2)cc1C (stereo not drawn)	i	i	i	i	i	i	i	i	-11.5	i	i
Nc1cc(=O)n(Cc2ccccc2)c(=O)n1-c1ccc(F)cc1	i	i	i	i	i	i	i	i	-9.7	i	i
COCc1cc(C)nc(Nc2ccc(C)cc2C)c1C#N	i	i	i	i	i	i	i	i	2.2	i	i
Brc1ccc(Oc2ncc(CN3CCN(c4ccccc4)CC3)s2)cc1	i	·	i	i	i	i	i	i	-2.4	i	i
CCOc1nc(N(C)C)nc(-n2nnc(C(C)=O)c2C)n1	i	i	i	i	i	i	i	i	-7.1	i	i
O=C(CCc1nnc(C2(c3ccc(Cl)cc3)CCC2)o1)N1CCCC1	i	i	i	i	i	i	i	i	-6.9	i	i
COc1ccc(CC(=O)Nc2cccc(C(=O)Nc3ccccc3C(=O)O)c2)cc1OC	i	i	i	i	i	i	i	i	0.5	i	i
COc1cccc(N(C(=O)c2snc(C(N)=O)c2N)C(C(=O)NCC2CCCO2)c2cccs2)c1 (stereo not drawn)	i	i	i	i	i	i	i	i	-8.1	i	i
CC(C)c1cc2cc3ccc(=O)oc3cc2o1	i	i	i	i	i	i	i	i	-3.6	i	i
Cc1ccc(C)c(C(=O)CC2(O)C(=O)N(C)c3ccccc32)c1 (stereo not drawn)	i	i	i	i	i	i	i	i	-8.9	i	i
CCOC(=O)C[C@H]1c2ccc(C(F)(F)F)cc2S(=O)(=O)N1c1ccccc1	i	i	i	i	i	i	i	i	-5.2	i	i
CCC1CN(C(=O)N2CCC(C(=O)NCc3cccc(F)c3)CC2)c2ccccc2O1 (stereo not drawn)	i	i	i	i	i	i	i	i	-17.8	i	i
CC(C(=O)Nc1cccc([N+](=O)[O-])c1)N1CCN(C/C=C/c2ccccc2)CC1 (stereo not drawn)	i	i	i	i	i	i	i	i	-11.3	i	i
Cc1nnc(NC(=O)CCCCCN2C(=O)C3C4C=CC(C4)C3C2=O)s1 (stereo not drawn)	i	i	i	i	i	i	i	i	-3.6	i	i
O=C(c1ccc(Br)o1)N1CCN(c2ccc3nnc(-c4ccccc4)n3n2)CC1	i	i	i	i	i	i	i	i	-27.2	i	i
O=[N+]([O-])c1ccccc1/C=C/CN1CCN(Cc2ccc3c(c2)OCO3)CC1	i	i	i	i	i	i	i	i	-7.5	i	i
CN(C)C(CNS(=O)(=O)c1ccc(Cl)cc1)c1cccnc1 (stereo not drawn)	i	i	i	i	i	i	i	i	-2.4	i	i
Cc1ccsc1C(=O)NNC(=O)C1CCCCC1C(=O)O (stereo not drawn)	i	i	i	i	i	i	i	i	-2.8	i	i
CCCn1c(=S)[nH]c2cc(Cl)ccc21	i	i	i	i	i	i	i	i	-8.0	i	i
COc1ccc(-c2nc(CS(=O)(=O)CC(=O)NC3CCCCCC3)c(C)o2)cc1	i	i	i	i	i	i	i	i	-6.9	i	i
Cc1nnc(NC(=O)c2cc(-c3ccco3)nc3ccccc23)s1	i	i	i	i	i	i	i	i	-18.4	i	i
CSc1nc(C)cc(-n2ccc(=O)[nH]c2=O)n1	i	i	i	i	i	i	i	i	-1.9	i	i
Other compounds:
SMILES	KCNQ1 block	ANO1 activ	KCNK3 inh	MrgX1 agonist	RGS4 block	KCNK9 block	KCNQ1 pot	MrgX1 PAM	hERG rescue	ANO1 block	RGS4 pot
COC(=O)c1noc(C)c1-c1ccnn1C(=O)c1ccc(Cl)cc1	i	i	i	i	i	i	i	i	-3.8	i	i
CC(C)CNC(=O)c1coc(=O)c(Br)c1	i	i	i	i	i	i	i	i	-11.9	i	i
O=C(c1ccccc1)N1CCN(S(=O)(=O)c2ccccc2)CC1	i	i	i	i	i	i	i	i	-9.5	i	i
COc1ccc(C(=S)Nc2ccc(C)cc2)cc1	i	i	i	i	i	i	i	i	-6.6	i	i
